GASC1 inh = KDM4C (human) demethylase inhibition. Q9H3R0. GST-KDM4C 2-372, H3K9me3 peptide, LANCE TR-FRET. inhibition, % at 12.5 µM. actives 0.15% (n = 96,000);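 active means mean replicate inhibition above about 25%, with at least 55% of replicates also reaching it, limit read from the data, passing the limit was not always enough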
Target sequence (Q9H3R0 2-372 limits assumed): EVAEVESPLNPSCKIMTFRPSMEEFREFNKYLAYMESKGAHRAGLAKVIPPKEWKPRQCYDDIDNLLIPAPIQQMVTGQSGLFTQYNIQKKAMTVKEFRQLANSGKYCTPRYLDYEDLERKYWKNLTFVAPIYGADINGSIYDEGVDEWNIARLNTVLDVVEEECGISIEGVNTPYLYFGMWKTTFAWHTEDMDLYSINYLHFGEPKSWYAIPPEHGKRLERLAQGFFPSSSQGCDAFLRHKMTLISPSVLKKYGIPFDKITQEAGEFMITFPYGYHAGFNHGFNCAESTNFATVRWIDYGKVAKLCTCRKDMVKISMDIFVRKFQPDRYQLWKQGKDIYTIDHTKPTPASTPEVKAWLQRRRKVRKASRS
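System: N-terminal GST-fused human GASC-1 (KDM4C) fragment, residues 2-372; amount: enzyme final amount 10 nM; incubation: reaction 30 min RT, detection step 1 h RT; medium: HEPES buffer, pH 7.5, plus ascorbate; technique: LANCE TR-FRET, Eu antibody, ULight-streptavidin, EDTA, ex 340 nm, em 618/671 nm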
T cruzi growth = inhibitors of T. cruzi proliferation. AID 624255. actives 5.9% (n = 77,000). inhibition, % at 8.34 µM. T. cruzi beta-gal in NIH3T3, GalScreen luminescence, 90 h;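 active means mean inhibition above about 93%, with at least 55% of replicates each passing it, limit read from the data, passing the limit was not always enough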
Pf Dd2 inh = blocks growth of Plasmodium falciparum Dd2 parasites | P. falciparum Dd2 growth, SYBR Green, 72 h; stronger effect = lower value | actives 2.3% (n = 94,000) | activity change, % at 10 µM; in the data active means activity change below about -80%
C diff growth = blocks growth of Clostridium difficile. AID 1259249. Clostridium difficile clinical isolate growth, OD600, 24 h; stronger effect = lower value. growth activity, negative = inhibition, % at 16 µg/mL (by protocol). actives 0.25% (n = 86,000);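 active means mean growth activity at or below -80% and every replicate also at or below -80%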;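 further: 0% = DMSO wells and -100% = levofloxacin 16 µg/mL wells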
Active calls of the source: *; nt = no result given; & = joins results of further samples.

SMILES | GASC1 inh | T cruzi growth | Pf Dd2 inh | C diff growth
C/C=C/c1cnc2c(c1)C(=O)N([C@@H](C)CO)C[C@H](C)[C@@H](CN(C)C(=O)Nc1ccc(F)cc1)O2 | 1.0 | nt | -13.1 | -0.7
C[C@H](CO)N1C[C@H](C)[C@@H](CN(C)Cc2ccncc2)Oc2ncc(C#Cc3ccncc3)cc2C1=O | 3.0 | 89.5 | 11.1 | 27.7
C[C@H](CO)N1C[C@H](C)[C@H](CN(C)C(=O)CN2CCOCC2)Oc2ncc(C3=CCCCC3)cc2C1=O | -1.7 | nt | 21.0 | -1.3
C[C@@H]1CCCCO[C@H](CN(C)C(=O)Cc2ccccc2)[C@@H](C)CN([C@H](C)CO)C(=O)c2cc(NS(C)(=O)=O)ccc2O1 | -1.6 | 90.3 | 27.0 | 0.9
CC=Cc1ccc2n(c1=O)C[C@@H]1[C@@H](CO)[C@H](C(=O)Nc3ccc(-c4ccccc4)cc3)[C@H]2N1C(=O)CC (mixture of isomers) | -2.5 | 134.6* | nt | -38.1
C[C@@H]1CN([C@H](C)CO)C(=O)Cc2cc(NC(=O)Cc3ccccc3)ccc2O[C@H]1CN(C)Cc1ccc2c(c1)OCO2 | -0.8 | 11.8 | 12.6 | -2.5
COc1ccc(S(=O)(=O)Nc2ccc3c(c2)C(=O)N([C@@H](C)CO)C[C@@H](C)[C@H](CN(C)S(=O)(=O)c2cccs2)OCCCC[C@H](C)O3)cc1 | -0.7 | 62.5 | -34.5 | -8.9
O=C(C[C@H]1C=C[C@H](NC(=O)Nc2ccc3c(c2)OCO3)[C@H](CO)O1)NCc1ccc2c(c1)OCO2 | -0.4 | -13.9 | 7.8 | -4.4
C[C@@H]1CN([C@@H](C)CO)C(=O)Cc2cc(NS(=O)(=O)c3ccccc3)ccc2O[C@@H]1CN(C)S(=O)(=O)c1ccc(F)cc1 | 2.0 | 33.5 | -47.7 | 0.2
COc1ccc(NC(=O)N[C@H]2CC[C@@H](CCn3cc(-c4ccc(F)cc4)nn3)O[C@H]2CO)cc1 | 8.0 | nt | -19.4 | 0.6
CN(C)CC(=O)Nc1ccc2c(c1)[C@@H]1C[C@H](CC(=O)NCc3ccccc3)O[C@@H](CO)[C@@H]1O2 | -1.2 | 21.2 | 4.3 | nt
Cc1ccc(S(=O)(=O)Nc2ccc3c(c2)C(=O)N([C@H](C)CO)C[C@@H](C)[C@@H](CN(C)S(=O)(=O)c2ccc(F)cc2)O3)cc1 | 0.0 | 4.6 | -1.5 | -2.0
CNC[C@H]1Oc2ccc(NC(=O)Nc3ccccc3)cc2C(=O)N([C@H](C)CO)C[C@@H]1C | -1.4 | -45.5 | -3.7 | 1.4
CCC(=O)N(C)C[C@@H]1Oc2cc(-c3cccc(OC)c3)ccc2S(=O)(=O)N([C@H](C)CO)C[C@H]1C | 0.4 | 48.7 | -15.4 | 3.8
CNC(=O)C[C@@H]1CC[C@H]2[C@H](COc3ccc(NC(=O)Nc4ccccc4OC)cc3C(=O)N2C)O1 | -1.9 | 1.2 | 16.1 | -5.8
O=C(N[C@@H]1CC[C@H](CC(=O)N2CCOCC2)O[C@H]1CO)c1ccccn1 | -1.0 | 36.7 | 3.1 | -0.7
C[C@H](CO)N1C[C@H](C)[C@H](CN(C)CC2CCOCC2)Oc2cc(C#C[C@@H](C)O)ccc2S1(=O)=O | nt | 51.9 | 8.0 | -8.2
CN(C)CCCNC(=O)C[C@H]1CC[C@@H]2[C@@H](COc3ccc(NC(=O)C4CCC4)cc3C(=O)N2C)O1 | -1.4 | -5.0 | 33.7 | 1.5
CCC(=O)Nc1ccc2c(c1)OC[C@@H](C)NC[C@H](C)[C@H](OC)CN(C)C2=O | -0.2 | 1.6 | nt | -4.7
C[C@H](CO)N1C[C@H](C)[C@H](CN(C)S(=O)(=O)c2ccc(Cl)cc2)Oc2ccc(NC(=O)Nc3ccc(F)cc3)cc2C1=O | 0.0 | 25.5 | -1.6 | 0.2

Just T cruzi growth and C diff growth, for some of the entries so far:
molecule | T cruzi growth | C diff growth
C[C@H](CO)N1C[C@H](C)[C@@H](CN(C)Cc2ccncc2)Oc2ncc(C#Cc3ccncc3)cc2C1=O | 89.5 | 27.7
C[C@H](CO)N1C[C@H](C)[C@H](CN(C)C(=O)CN2CCOCC2)Oc2ncc(C3=CCCCC3)cc2C1=O | nt | -1.3
C[C@@H]1CCCCO[C@H](CN(C)C(=O)Cc2ccccc2)[C@@H](C)CN([C@H](C)CO)C(=O)c2cc(NS(C)(=O)=O)ccc2O1 | 90.3 | 0.9

Other records follow:
SMILES | GASC1 inh | T cruzi growth | Pf Dd2 inh | C diff growth
O=C(C[C@@H]1CC[C@H](NC(=O)C2CCC2)[C@@H](CO)O1)NC1CCC1 | 7.7 | nt | 0.3 | 0.5
CO[C@@H]1CN(C)C(=O)c2ccc(NC(=O)Nc3ccc(Cl)cc3)cc2OC[C@@H](C)N(C(=O)Nc2c(C)noc2C)C[C@H]1C | 0.4 | 35.2 | -7.8 | nt
COc1ccc(S(=O)(=O)N(C)C[C@@H]2OCCCC[C@@H](C)Oc3ccc(NC(=O)Nc4ccc(F)cc4)cc3C(=O)N([C@@H](C)CO)C[C@@H]2C)cc1 | -2.4 | 54.3 | -81.0* | 5.7
C[C@@H]1CN([C@H](C)CO)C(=O)c2cccc(NC(=O)Nc3ccc(C(F)(F)F)cc3)c2O[C@@H]1CN(C)Cc1ccc(Oc2ccccc2)cc1 | -0.3 | 119.6* | -33.4 | -25.4
COc1ccc2c3c([nH]c2c1)[C@@H](CO)N(S(C)(=O)=O)CC31CN(C(=O)Nc2ccccc2)C1 | 0.4 | nt | 8.5 | -4.4
C[C@@H]1CCCCO[C@@H](CN(C)C(=O)CCC(F)(F)F)[C@@H](C)CN([C@@H](C)CO)C(=O)c2cc(NS(=O)(=O)c3cn(C)cn3)ccc2O1 | -1.9 | 33.0 | 16.9 | 14.8
C[C@H]1CCCCO[C@@H](CN(C)C(=O)c2ccccc2)[C@@H](C)CN([C@@H](C)CO)C(=O)c2cc(NC(=O)Cc3ccccc3)ccc2O1 | -0.9 | nt | -58.5 | -1.4
COc1ccc(NC(=O)N(C)C[C@@H]2Oc3ccc(NS(=O)(=O)c4cccs4)cc3C(=O)N([C@@H](C)CO)C[C@H]2C)cc1 | 0.1 | 81.8 | 4.2 | nt
COCCNC(=O)C[C@@H]1C[C@@H]2c3cc(NS(=O)(=O)c4ccc(F)cc4)ccc3O[C@@H]2[C@H](CO)O1 | 0.8 | -34.3 | 13.2 | -6.3
O=C(c1ccc2c(c1)OCO2)N1CC2(C1)[C@H](c1ccccc1)[C@H](CO)N2C(=O)C1CCC1 | -2.1 | nt | 7.3 | 1.0
CCCNC(=O)N1[C@@H](C#N)[C@@H](c2ccccc2)[C@@H]1CO | -2.0 | -61.8 | 7.6 | -23.1
C[C@H](CO)N1C[C@H](C)[C@H](CN(C)C(=O)Nc2ccc(C(F)(F)F)cc2)Oc2c(NS(=O)(=O)c3ccc(Cl)cc3)cccc2C1=O | -1.6 | 97.1 | -28.0 | 42.7
C[C@H](CO)N1C[C@H](C)[C@H](CN(C)S(=O)(=O)c2cccs2)Oc2ncc(/C=C/c3ccccc3)cc2C1=O | 0.0 | nt | -40.6 | -13.7
C/C=C/c1ccc([C@H]2[C@@H](CO)N(C(=O)C3CCC3)C23CN(S(=O)(=O)CC)C3)cc1 | -1.1 | nt | -18.6 | 0.5
O=C(Nc1ccccc1F)N[C@@H]1CC[C@@H](CCNC(=O)C2CCCCC2)O[C@H]1CO | 0.2 | 27.7 | -3.8 | nt
COc1ccc2c3c([nH]c2c1)[C@H](CO)N(C(=O)Nc1ccc(F)cc1)CC31CN(C(=O)Nc2ccccc2)C1 | -1.2 | nt | -13.7 | -6.0
C[C@H]1CN([C@@H](C)CO)C(=O)c2cc(/C=C/c3ccccc3)cnc2O[C@@H]1CN(C)C(=O)c1cccc(F)c1 | 1.5 | 100.0 | -82.7* | 1.4
O=C(Cc1cccnc1)N1CC2(C1)[C@H](c1ccccc1)[C@H](CO)N2C(=O)C1CCCC1 | 0.9 | nt | 8.8 | 2.6
Cc1ccc(S(=O)(=O)N2[C@@H]3CNC[C@H]2C3c2ccc(-c3cccnc3)cc2)cc1 (stereo partly specified) | 0.6&-0.1 | nt | 33.2&-15.2 | -7.3&-4.6
Cc1ccc(S(=O)(=O)Nc2ccc3c(c2)CC(=O)N([C@H](C)CO)C[C@H](C)[C@H](CN(C)Cc2ccccc2)O3)cc1 | -0.8 | nt | -5.7 | -12.4
C[C@H]1CN([C@@H](C)CO)C(=O)c2cccc(NC(=O)c3ccc(-c4nccs4)cc3)c2O[C@H]1CN(C)C(=O)Nc1ccc(F)cc1 | -1.3 | 27.9 | -44.2 | -1.1
COc1ccc2c3c([nH]c2c1)[C@@H](CO)N(S(=O)(=O)c1cn(C)cn1)CC31CCN(CC2CC2)CC1 | -1.5 | nt | 35.4 | 2.9
Cc1noc(C)c1NC(=O)N(C)C[C@H]1OCCCC[C@H](C)Oc2ccc(NS(C)(=O)=O)cc2C(=O)N([C@@H](C)CO)C[C@H]1C | -0.7 | 16.7 | 8.5 | 2.6
CN(C)CC(=O)N[C@@H]1CC[C@@H](CCNC(=O)C2CCCCC2)O[C@@H]1CO | 0.4 | nt | 6.6 | -0.6
COc1ccc(CN(C)C[C@H]2Oc3c(NC(=O)NC4CCCCC4)cccc3C(=O)N([C@@H](C)CO)C[C@H]2C)cc1 | 0.1 | -29.4 | -33.6 | -6.1
CN(C)C(=O)C[C@@H]1CC[C@@H]2[C@H](COc3ccc(NC(=O)C4CCOCC4)cc3C(=O)N2C)O1 | -1.2 | -33.7 | 13.6 | -4.1
C[C@H](CO)N1C[C@H](C)[C@H](CN(C)C(=O)Nc2ccc(-c3cccs3)cc2)OCc2cnnn2CCCC1=O | 0.0 | -60.5 | -10.2 | nt
C[C@@H]1CCCCO[C@@H](CN(C)C(=O)CCCN(C)C)[C@@H](C)CN([C@H](C)CO)C(=O)c2cc(NC(=O)NC3CCCCC3)ccc2O1 | 0.5 | 33.6 | 27.4 | -5.8
COc1cccc(NC(=O)C[C@H]2CC[C@@H]3[C@@H](COc4ccc(NC(=O)C5CCOCC5)cc4C(=O)N3C)O2)c1 | 1.3 | -45.8 | 15.2 | -6.6
C[C@@H]1CN([C@H](C)CO)C(=O)Cc2cc(NC(=O)Nc3cccc4ccccc34)ccc2O[C@H]1CN(C)C(=O)Nc1ccc(F)cc1 | -2.7 | 26.0 | -16.7 | -3.2
C[C@@H]1CN([C@H](C)CO)C(=O)c2cc(NS(C)(=O)=O)ccc2O[C@@H](C)CCCCO[C@@H]1CN(C)C(=O)c1ccncc1 | 2.9 | 24.8 | 42.2 | 2.3
O=C(c1cccnc1)N1C[C@H]2[C@@H](c3ccccc31)[C@H](CO)N2C(=O)Nc1ccccc1 | -0.2 | -17.8 | 8.1 | 7.0
O=C(C[C@@H]1C=C[C@@H](NC(=O)C2CC2)[C@H](CO)O1)NCCCN1CCOCC1 | -3.6 | nt | -7.8 | 4.8
COc1ccc(-c2ccc([C@@H]3[C@@H](CO)N4C(=O)CN(C(=O)C5CCC5)C[C@@H]34)cc2)cc1 | -1.5 | nt | -59.9 | -10.7
C[C@@H]1CN([C@H](C)CO)S(=O)(=O)c2ccc(C#C[C@@H](C)O)cc2O[C@@H]1CN(C)C(=O)c1ccncc1 | nt | 42.5 | 55.9 | -7.3
COCCNC(=O)[C@@H]1[C@@H](CO)[C@@H]2Cn3c(cccc3=O)[C@H]1N2Cc1cccc(Cl)c1 | -3.6 | -11.9 | nt | -0.3
CO[C@H]1CN(C)C(=O)c2cc(NS(=O)(=O)c3ccc(C)cc3)ccc2OC[C@H](C)NC[C@@H]1C | 0.5 | -12.6 | 13.0 | nt
C[C@@H]1CN([C@H](C)CO)S(=O)(=O)c2ccc(C3=CCCCC3)cc2O[C@H]1CN(C)Cc1cccnc1 | -0.6 | nt | -66.1 | -3.9
COc1cccc(C(=O)N2C[C@@H]3[C@H](c4ccccc42)[C@H](CO)N3C(=O)c2ccc(F)cc2)c1 | -5.3 | -2.3 | -17.9 | 7.3
CN(C)C(=O)c1ccc(-c2ccc([C@@H]3[C@@H](CO)N4CCCCN(CCC(F)(F)F)C[C@@H]34)cc2)cc1 | 1.4 | 16.3 | -16.2 | 2.4
COc1ccc(C#Cc2ccc([C@@H]3[C@@H](CO)N4C(=O)CN(C(=O)C5CCOCC5)C[C@@H]34)cc2)cc1 | -2.4 | nt | -21.9 | -19.8
O=C(O)C[C@@H]1C[C@H]2c3cc(NC(=O)Nc4ccc(C(F)(F)F)cc4)ccc3O[C@H]2[C@@H](CO)O1 | -1.0 | -7.9 | 12.2 | -2.8
CCCC(=O)Nc1ccc2c(c1)C(=O)N(C)[C@@H]1CC[C@H](CC(=O)NCCCN(C)C)O[C@@H]1CO2 | 4.4 | -76.2 | 3.0 | -0.3

Shown as a hit in Pf Dd2 inh, among the entries above:
SMILES,GASC1 inh,Pf Dd2 inh,C diff growth
COc1ccc(S(=O)(=O)N(C)C[C@@H]2OCCCC[C@@H](C)Oc3ccc(NC(=O)Nc4ccc(F)cc4)cc3C(=O)N([C@@H](C)CO)C[C@@H]2C)cc1,-2.4,-81.0*,5.7
C[C@H]1CN([C@@H](C)CO)C(=O)c2cc(/C=C/c3ccccc3)cnc2O[C@@H]1CN(C)C(=O)c1cccc(F)c1,1.5,-82.7*,1.4

Source: PubChem BioAssay (Broad Institute)

Rows were taken by chance. Share with any hit: about 7%.
